D2 potentiator = positively modulates the human D2 dopamine receptor allosterically; P14416; HEK293 T-REx D2, calcium flux, EC20 dopamine potentiation; potentiation, % at 10 µM; hit rate 0.34% among 340,000; AID 485347;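 active = potentiation over 3 SD above the plate norm, cut at about 30% in these data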; note: 0% is about no effect
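Cells plated with tetracycline inducer and held overnight at 30 C; calcium dye loaded 30–90 min at room temperature; baseline taken, compound added and read 180 s; EC20 dopamine then added and read 180 s.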
RXFP1 antag = antagonists of human relaxin receptor RXFP1 | HEK293-RXFP1, relaxin-stimulated cAMP HTRF, 30 min; active compounds read low | activity change, negative = inhibition, % at 57.5 µM | hit rate 0.59% among 350,000;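 active = activity change of -60% or lower, but not beyond a set lower limit; inconclusive = change between -60% and -40%, or beyond the set limit; inactive = change above -40%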; note: % is set by controls: 0 for no effect and ±100 for the full control effect
Target sequence (Q9HBX9 whole entry, looked up): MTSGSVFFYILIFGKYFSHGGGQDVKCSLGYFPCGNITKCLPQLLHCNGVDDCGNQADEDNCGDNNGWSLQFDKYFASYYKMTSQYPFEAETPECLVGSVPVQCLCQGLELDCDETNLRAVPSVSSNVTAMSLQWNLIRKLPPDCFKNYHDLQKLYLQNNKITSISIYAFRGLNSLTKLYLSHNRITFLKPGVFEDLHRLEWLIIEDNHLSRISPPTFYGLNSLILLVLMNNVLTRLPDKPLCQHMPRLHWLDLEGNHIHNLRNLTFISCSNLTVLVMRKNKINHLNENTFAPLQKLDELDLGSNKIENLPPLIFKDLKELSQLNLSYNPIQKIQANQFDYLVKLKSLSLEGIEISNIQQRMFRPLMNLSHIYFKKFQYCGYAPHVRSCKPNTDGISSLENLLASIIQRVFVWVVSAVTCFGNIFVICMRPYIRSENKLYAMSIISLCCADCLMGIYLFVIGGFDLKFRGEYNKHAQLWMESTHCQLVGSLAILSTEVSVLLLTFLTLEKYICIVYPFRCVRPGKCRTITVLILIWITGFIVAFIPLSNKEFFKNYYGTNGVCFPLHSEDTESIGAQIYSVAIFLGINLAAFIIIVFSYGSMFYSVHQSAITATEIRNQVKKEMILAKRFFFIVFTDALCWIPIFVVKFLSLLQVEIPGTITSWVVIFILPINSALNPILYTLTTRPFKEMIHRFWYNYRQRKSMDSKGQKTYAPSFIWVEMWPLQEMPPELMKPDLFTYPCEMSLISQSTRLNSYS
RXFP1 ag = agonists of human relaxin receptor RXFP1 | Q9HBX9 | HEK293T-RXFP1 cAMP TR-FRET, 30 min; response scale: percent of porcine relaxin response, buffer zero | Potency, µM (titrated, usually from 57.5 µM), for the others: at the highest dose activation, actives largely listed as activators | hit rate 0.3% among 370,000 | AID 2676; note: potency is the fitted concentration of half-maximal effect; % is set by controls: 0 for no effect and ±100 for the full control effect; nearly all actives have a fitted effect of over 60% in size; many of its hits are not listed in these tables
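HEK293 cells stably expressing RXFP1, treated 30 min at 37C with compounds plus PDE4 inhibitor Ro 20174; cAMP measured by HTRF TR-FRET. Normalized to buffer and 29 nM porcine relaxin; EC50 by Hill fit.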
D1 antagonist = antagonists of human D1 dopamine receptor | P21728 | HEK293 TREx D1 cells, calcium flux, dopamine EC80; active compounds read low | activity change, negative = inhibition, % at 10 µM | hit rate 3.2% among 360,000 | AID 504652; in the data active = activity change below about -30%; note: % is set by controls: 0 for no effect and ±100 for the full control effect
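Using tetracycline-induced force-coupled D1 Hek293 cells and a calcium dye, signals were followed for 180 s after compound, then for 180 s after EC80 dopamine, to detect inhibitors.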
D1 potentiator = potentiators of human D1 dopamine receptor. P21728. HEK293 TREx D1 cells, calcium flux, dopamine EC20 potentiation. potentiation, % at 10 µM. hit rate 0.036% among 360,000. AID 504651; in the data active = potentiation above about 30%; note: 0% is about no effect
D1 ag = human D1 receptor agonism | P21728 | activation, % at 2 µM | hit rate 1% among 360,000 | HEK293 T-REx D1 cells, calcium flux, agonist mode | AID 504660; in the data active = activation above about 30%; note: 0% is about no effect
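Tetracycline-induced HEK293 TREx D1 cells, force-coupled to calcium signalling, were dye-loaded with a no-wash calcium kit. Compound was pin-added after a 10 s baseline. Fluorescence was read kinetically at 1 cycle/s for 180 s, with calcium rises flagged as agonism.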
Vif-A3F inh = Vif-A3F binding inhibition. Potency, µM (series often up to 46.1 µM), inactives show at the highest dose activity, negative = active. hit rate 0.2% among 390,000. HeLa A3F-eYFP + Vif (tagged APOBEC3F with the HIV-1 protein that degrades it), YFP fluorescence increase; note: potency is the fitted concentration of half-maximal effect; % of control where 0% means no effect; nearly all actives have a fitted effect of over 65% in size
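Fluorescence increase (Ex 488/Em 500-530) after overnight compound treatment at 37 deg C flags inhibition of Vif-driven A3F-eYFP loss in stable HeLa A3F-eYFP/Vif cells seeded overnight beforehand.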
Vif-APOBEC3G blk = Vif-A3G binding inhibition | Potency, µM (highest dose often 46.1 µM), for the others: top-dose activity, negative = active, usual class: inhibitors | Q9HC16 | HeLa A3G-eYFP + Vif (tagged APOBEC3G with the HIV-1 protein that degrades it), YFP fluorescence, overnight | hit rate 0.076% among 410,000;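 note: potency is the fitted concentration of half-maximal effect; % is set by controls: 0 for no effect and ±100 for the full control effect; nearly all actives have a fitted effect of over 60% in size; hits raise eYFP signal because A3G escapes Vif-driven loss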
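HeLa cells stably expressing Vif and C-terminally eYFP-tagged A3G, seeded overnight at 37 deg C, then exposed to compound by pintool overnight at 37 deg C. Rise in yellow fluorescence (Ex 488/Em 500-530, Acumen) marks blocked Vif-driven A3G degradation.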
Glioma ERSR ind = induces the endoplasmic reticulum stress response in human glioma cells | hit rate 0.02% among 420,000 | Potency, µM, for inactives: at the top dose activation, actives largely listed as activators | U87-MG GRP78 promoter luciferase reporter, 16 h; note: potency is the fitted concentration of half-maximal effect; series mostly up to about 76 µM; % of control where 0% means no effect; nearly all actives have a fitted effect of over 35% in size
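Stably transfected U87-MG glioma cells carrying a GRP78-based luciferase sensor; 16 h compound incubation. Luminescence end-point read 10 min after Bright-Glo addition at room temperature.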
Starred values were filed as active, the others as inactive; ? = inconclusive; / = not tested or not shown. Unless noted, calls come from the whole dose curve; as a rule, active = well fitted curve in the direction sought with a large enough effect; inconclusive = small, poorly fitted or top-dose-only effect, or another doubt; inactive = no such curve, though single readings can be large; an effect the other way counts as inactive or inconclusive.

Fields – D2 potentiator | RXFP1 antag | RXFP1 ag | D1 antagonist | D1 potentiator | D1 ag | Vif-A3F inh | Vif-APOBEC3G blk | Glioma ERSR ind
1) CCOc1ccc(CCNc2ncnc3onc(-c4ccc(Cl)cc4)c23)cc1
 : / | -19 | -2.0% | -48* | 0 | 24 | 4% | 11% | -2%
2) O=C(NCCCNC(=O)c1ccco1)c1ccc(F)cc1
 : -11 | -15 | 3.6% | -7 | -10 | 3 | 16% | 3% | 1%
3) COc1ccc(CNC(=O)CS(=O)Cc2nc(-c3cccc(C)c3)oc2C)cc1 (stereo not drawn)
 : / | -15 | 2.1% | -10 | -3 | 4 | 0% | -1% | 0%
4) O=C(N/C=C/c1ccccc1)c1ccccc1
 : 11 | / | -0.8% | -20 | -4 | 2 | -5% | -7% | -2%
5) Cc1ccc(C(CC(=O)N2CCOCC2)c2ccco2)cc1 (stereo not drawn)
 : 15 | -14 | 1.2% | -7 | -3 | -3 | / | -5% | 1%
6) O=C(OC1CCCCC1=O)c1cc(S(=O)(=O)N2CCOCC2)ccc1F (stereo not drawn)
 : 9 | 3 | 1.6% | -5 | -2 | 2 | 2% | -6% | 8%
7) NC(=O)CC(NC(=O)Cc1ccc(Br)cc1)c1ccc(N2CCc3ccccc3C2)c([N+](=O)[O-])c1 (stereo not drawn)
 : 8 | / | -3.4% | -8 | -1 | 2 | 0% | -8% | -1%
8) CCCC1=NN(C(=O)Cc2ccc([N+](=O)[O-])cc2)C(O)(C(F)(F)F)C1 (stereo not drawn)
 : 4 | -14 | -0.2% | -10 | -4 | 4 | 3% | 0% | -1%
9) Cc1ccc(N(C=NC#N)CC(=O)N2CCN(c3ccccc3)CC2)cc1
 : / | -4 | -1.1% | -12 | -5 | 1 | 2% | 1% | -3%
10) COc1cc(C(=O)N2CCN(C(=O)c3ccco3)CC2)cc(OC)c1OC
 : 6 | -7 | 1.9% | 1 | 8 | 3 | 6% | 0% | -7%
11) COCCNc1nnc(SCC(=O)NC2CCCCC2)s1
 : 6 | 6 | 0.3% | -1 | -1 | 0 | 3% | 0% | -3%
12) COc1ccc(CCNC(=O)Cn2nc(C)n3c(cc4occc43)c2=O)cc1OC
 : 1 | / | -1.4% | -3 | -3 | 2 | 0% | 6% | -2%
13) CCOC(=O)CSc1nc2cc(C(=O)NCc3ccco3)ccc2c(=O)n1-c1ccc(F)cc1
 : -2 | -4 | 8.1% | 11 | 1 | 3 | -1% | 2% | -7%
14) COC(=O)c1ccccc1NC(=O)C1CCCCC1C(=O)O (stereo not drawn)
 : -2 | 17 | 2.0% | -12 | -8 | 1 | 1% | 2% | -4%
15) Cc1ccc(S(=O)(=O)Nc2ccc3c(c2)OCCO3)c(C)c1NS(C)(=O)=O
 : 13 | 14 | 1.6% | 3 | -4 | 4 | -1% | 3% | -1%

Along the list, as entered above.
Nos. 7 to 12 in D1 ag, in turn: 2, 4, 1, 3, 0, 2
Nos. 7 to 12 in D2 potentiator, in turn: 8, 4, /, 6, 6, 1
Nos. 7 to 12 in Glioma ERSR ind, in turn: -1%, -1%, -3%, -7%, -3%, -2%

(further entries)
Fields – D2 potentiator | RXFP1 antag | RXFP1 ag | D1 antagonist | D1 potentiator | D1 ag | Vif-A3F inh | Vif-APOBEC3G blk | Glioma ERSR ind
16) Cc1c(NC(=O)C(C)c2ccc(CC(C)C)cc2)c(=O)n(-c2ccccc2)n1C (stereo not drawn)
 : 15 | -10 | -4.0% | -11 | -2 | 0 | -1% | -6% | -4%
17) CCn1c(CNC(=O)c2ccc(OC)cc2)nnc1SCC(=O)c1ccccc1
 : 8 | 10 | 0.2% | 6 | 1 | -1 | 8% | -6% | 3%
18) CCN(c1ccc(NC(=O)CCNC(=O)c2ccco2)cc1)C(C)C
 : -5 | 4 | 2.4% | 1 | -1 | 5 | 0% | 1% | -3%
19) CCOP(=O)(c1ccc(N(C)C)cc1)C(O)c1ccc(C)cc1 (stereo not drawn)
 : 8 | -1 | 0.0% | 2 | -4 | 1 | 3% | -2% | -5%
20) O=C(O)c1ccc2cccc(Cl)c2c1O
 : 0 | 15 | ? | 3 | 0 | -2 | 5% | -2% | -5%
21) Cc1ccc(NC(=O)c2ccc(Oc3ncccn3)cc2)cc1
 : -2 | 15 | 1.2% | -4 | -3 | 2 | -2% | 3% | 1%
22) COc1cccc2sc(NNC(=O)C3COc4ccccc4O3)nc12 (stereo not drawn)
 : -7 | -10 | 1.7% | -6 | -4 | 15 | 2% | -7% | -3%
23) Cc1ccc(NC(=O)CN(C)c2ccc(S(=O)(=O)N3CCN(C)CC3)cn2)cc1
 : -8 | -17 | 0.5% | -15 | -8 | 0 | / | 1% | -4%
24) Cc1ccc(C)c(NC(=O)CN(C)C(=O)c2ccc3[nH]c4c(c3c2)CC(C)CC4)c1 (stereo not drawn)
 : / | -16 | -1.2% | 3 | 0 | 0 | -25% | 0% | -5%
25) O=[N+]([O-])c1ccccc1NS(=O)(=O)c1ccccc1
 : / | -8 | / | / | / | / | 1% | 2% | -3%
26) CCOC(=O)c1nnn(-c2ccccc2C#N)c1C
 : 15 | -3 | -1.0% | 1 | -1 | 0 | 0% | 4% | -2%
27) C=CCn1c(SCC(=O)c2cc(C)n(C(C)COC)c2C)nc2sc(C)c(C)c2c1=O (stereo not drawn)
 : / | -2 | 3.1% | -25 | 0 | 3 | 8% | -3% | -2%
28) CCc1nc(C)cn1S(=O)(=O)c1cc(Br)c(C)cc1OC
 : 18 | -1 | 2.0% | -18 | -12 | 5 | -2% | -4% | -8%
29) CC1=C(C#N)C(c2cn(-c3ccccc3)nc2-c2cccs2)C(C#N)=C(C)N1
 : -4 | 4 | 0.5% | -14 | 2 | 2 | 2% | 1% | 1%
30) CC(=O)Nc1ccccc1-c1ccc(C)o1
 : -2 | 4 | -0.4% | 0 | -3 | 11 | -19% | -6% | -1%
31) Cc1ccc(-n2c(C)cc(/C([O-])=C(/C(=S)Nc3ccc(F)c(Cl)c3)[n+]3ccccc3)c2C)cc1
 : 5 | -7 | -0.8% | 13 | -2 | 1 | 0% | -1% | -7%
32) O=C(NC(N1CCOCC1)C(Cl)(Cl)Cl)c1ccccc1Cl (stereo not drawn)
 : 8 | 9 | 1.1% | 2 | 0 | 2 | 11% | 5% | -1%
33) O=C(CCl)N(CCc1ccccc1)CCc1ccccc1
 : 23 | 0 | 0.9% | 6 | 3 | 1 | 0% | ? | -19%
34) COc1ccc(-c2nnc(SCCOc3ccccc3C)o2)cc1OC
 : 6 | / | 20% | -22 | -3 | 21 | -13% | 2% | -2%
35) CC(=O)N1N=C(c2ccncc2)OC12CCCCC2
 : -7 | -8 | 3.1% | 26 | 0 | 3 | 4% | -9% | 2%
36) Cc1cc(C)c(OCC(=O)N(Cc2cccs2)C2CCS(=O)(=O)C2)c(C)c1 (stereo not drawn)
 : -2 | -2 | -1.0% | -7 | -3 | -4 | 0% | -5% | -6%
37) O=C(CSc1nc2nn(-c3ccccc3)c(=O)c-2c2n1CCCCC2)Nc1ccc(F)c(F)c1
 : / | -8 | / | / | / | / | 5% | 1% | 1%
38) O=C(O)CSCCCC(=O)Nc1ccc(Br)cc1
 : 1 | / | 1.6% | -4 | -3 | 2 | -1% | 1% | -5%
39) COC1(NC(=O)c2ccccc2)C(C)=CC(=O)C=C1C
 : -7 | -2 | -0.4% | 24 | -2 | -1 | 1% | -5% | -1%
40) COc1ccc(C2=NN(c3nc(-c4ccccc4)c(CC(=O)O)s3)C(c3ccco3)C2)cc1 (stereo not drawn)
 : 6 | -32 | 5.4% | 11 | 4 | 7 | 2% | -17% | -3%
41) O=C(CSc1ncnc2ccccc12)NCCCO
 : 20 | 5 | 10% | 16 | -2 | 3 | -11% | -7% | -7%
42) CCn1c(COc2ccc(C)cc2)nnc1SCc1nc2ccccc2[nH]1
 : 10 | 0 | 2.3% | -27 | -5 | 7 | -7% | 1% | -4%
43) Cc1ccc(N=C2SC(C(=O)Nc3ccc(OC(F)(F)F)cc3)C(N)=C2C(=O)Nc2c(C)cc(C)cc2C)cc1 (stereo not drawn)
 : 10 | -11 | 1.1% | 2 | -7 | 6 | 0% | -5% | -8%
44) CCSc1nc(N2CCOCC2)c2c(c1C#N)CCCC2
 : 9 | -9 | 1.6% | -5 | 2 | 3 | -14% | -6% | -6%
45) Cc1ccc(CN2CCSc3ccc(C(=O)N4CCN(c5cccc(C)c5C)CC4)cc32)cc1
 : 3 | -17 | 4.1% | -2 | 2 | 0 | 2% | 1% | -4%
46) CCc1ccc(N(CC)C(=O)Cc2c(C(=O)O)n(C)c3ccccc23)cc1
 : 5 | 7 | 0.5% | 3 | 1 | 2 | -3% | -2% | -2%
47) CCN(CC)CCCNC(=O)c1cc2c(Cl)nc3ccccc3c2s1
 : -19 | -3 | 7.9% | 13 | -1 | 0 | 3% | 3% | -5%
48) O=C(COc1ccccc1)N/N=C/c1ccc(O[C@@H]2O[C@H](CO)[C@@H](O)[C@H](O)[C@H]2O)cc1
 : -12 | 11 | -0.5% | -14 | 0 | 1 | 3% | 0% | 2%
49) CCCC(=O)NCCCc1nc2ccccc2n1C(C)C
 : -15 | 4 | -1.8% | -24 | -12 | 1 | -11% | 2% | -6%
50) COc1cccc(N2C(=O)C3C(C2=O)C3(c2ccccc2)c2ccccc2)c1 (stereo not drawn)
 : -4 | -1 | 5.1% | 4 | 7 | 3 | -1% | 1% | -2%
51) Cc1ccc(C(=O)N2CCC3(CC2)Oc2ccc(Cl)cc2C(=O)C32CC(c3ccccc3)=NO2)s1 (stereo not drawn)
 : 13 | / | -0.3% | -20 | -8 | 6 | 5% | 3% | -2%
52) CC(=O)c1c(C)n(CCO)c2ccc(O)cc12
 : -2 | 0 | -2.4% | -1 | -2 | 0 | 1% | 0% | -3%
53) C=CCOc1ccc(/C=C2\SC(=S)N(CCC(=O)O)C2=O)cc1
 : -3 | 26 | -1.7% | -4 | 5 | 2 | -11% | -1% | -17%
54) CCc1ccccc1NC(=O)CN(C)C(=O)Cn1cnc2ccc(Cl)cc2c1=O
 : 8 | 1 | -0.8% | 4 | -4 | 1 | 11% | -1% | -1%
55) O=C(CN1C(=O)NC2(CCCC2)C1=O)Nc1ccc(Cl)cc1F
 : -5 | -4 | -1.0% | -2 | 8 | 1 | 2% | 3% | -1%

Source: PubChem BioAssay

The list is partial; the hit share may differ from the screen's.
